IL1B secr inh – blocks inflammasome-driven IL-1 beta release. THP-1 LPS/ATP IL-1B secretion, AlphaLISA, 16 h; hits give low values. activity change, % at 57.5 µM. hit rate 4.7% among 360,000; in the data active = activity change below about -50%; inconclusive = mostly about -30% to -49%; also: % is scaled to controls: 0 for no effect and ±100 for the full control effect
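THP-1 cells pretreated 1 hr with compounds (up to 57.5 uM final), then stimulated with LPS (250 ng/mL final) plus ATP (1.25 mM final); secreted IL-1B measured by AlphaLISA after 16 hr, decreased signal indicating inhibition.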
HepG2 tox – kills HepG2 cells in TGF-b inhibitor counter-screen; hit rate 0.76% among 410,000; HepG2 CAGA-GFP viability, ATP luminescence, 18 h; Potency, µM (top dose mostly 46.1 µM), inactives show top-dose activity change, negative = cytotoxicity, actives largely listed as cytotoxic; also: potency is read from the fitted curve at half-maximal effect; some results filed as inactive show a strong effect at the top dose
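HepG2 CAGA-GFP cells (1000/well, DMEM with 1% FBS) received compound, then TGF-beta at 500 pg/mL final, and were incubated 18 hours at 37 degrees C. Viability was read by CellTiter-Glo luminescence. Media-only wells were set as complete cell-killing and DMSO as no toxicity.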
MCF10A rereplic – induces DNA re-replication in MCF 10a normal breast cells; MCF 10A DNA re-replication, Hoechst nuclear intensity, 48 h; Potency, µM (doses to about 46.1 µM), inactives show at the top dose activity, positive = re-replication, most hits filed as activators; hit rate 2.9% among 350,000; also: potency is read from the fitted curve at half-maximal effect; % of control where 0% means no effect; nearly all actives have a fitted effect of over 50% in size
KB-3-1 cytotox – KB-3-1 parental cell cytotoxicity. KB-3-1 viability, CellTiter-Glo ATP luminescence, 72 h. hit rate 1.4% among 400,000. Potency, µM (doses to about 46.1 µM), without a hit: at the highest dose activity change, negative = cytotoxic, usual class: cytotoxic; also: potency is read from the fitted curve at half-maximal effect; % is scaled to controls: 0 for no effect and ±100 for the full control effect; nearly all actives have a fitted effect of over 60% in size
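Here the drug-naive KB-3-1 line serves as comparator for MDR sub-line selectivity; cells received compound titrations, 72 h at 37 °C, then CellTiter-Glo readout.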
HT1080 IDH1KD tx – toxicity to HT-1080 IDH1 knockdown cells (counter line); HT-1080 IDH1 knockdown viability, ATP luminescence, 48 h; Potency, µM (top dose mostly 46.1 µM), for the others: top-dose activity, negative = toxicity, usual class: cytotoxic; hit rate 2% among 360,000; AID 686971;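 also: potency is read from the fitted curve at half-maximal effect; 0% = DMSO wells and -100% = cell-free medium wells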
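Assay cells: HT-1080 with IDH1 knockdown, 750 per well, RPMI/5% FBS. Exposure: 48 h at 37 °C following 2 h pre-incubation. Read: CellTiter-Glo luminescence; fitted concentration-response, curve class assigned.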
HT1080NT lethal – kills 2HG-producing HT-1080-NT fibrosarcoma cells; Potency, µM (top dose mostly 46.1 µM), for inactives: top-dose activity, negative = less viability, hits mostly cytotoxic; HT-1080-NT fibrosarcoma viability, CellTiter-Glo ATP luminescence, 48 h; AID 686970; hit rate 1.6% among 360,000;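 also: NT is the 2HG producing partner of a matched IDH1 knockdown line; potency is read from the fitted curve at half-maximal effect; 0% = DMSO-treated cells and -100% = media-only wells without cells; nearly all actives have a fitted effect of over 55% in size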
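Compounds were tested in concentration-response format on HT-1080-NT cells for 48 hours at 37 degrees C. Cell viability came from CellTiter-Glo luminescence; curves were classified by r2, response magnitude and activity.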
SW480 rereplic – inducers of DNA re-replication in SW480 colon cancer cells | AID 624297 | Potency, µM (series often up to 46.1 µM), without a hit: at the highest dose re-replication activation, hits mostly activators | hit rate 1.8% among 340,000 | SW480 DNA re-replication, Hoechst DNA content imaging, 48 h; also: potency is read from the fitted curve at half-maximal effect; % of control where 0% means no effect; nearly all actives have a fitted effect of over 55% in size
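Per well, 250 cells were exposed to pinned compound for 48 hr. Nuclear DNA was visualised with Hoechst (40 min, 37 C) and total object intensity recorded by fluorescence scanning.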
S2 tox – cell viability loss in ATXN counter-screen. S2 cells (HEK-293 line with an ATXN2-luciferase reporter) viability, CellTiter-Fluor protease fluorescence, 24 h. Potency, µM (highest dose often 56.7 µM), hits mostly cytotoxic. hit rate 0.49% among 400,000; also: potency is read from the fitted curve at half-maximal effect; nearly all actives have a fitted effect of over 40% in size
ATXN2 expr inh – reduces ATXN2 reporter expression in HEK-293 cells; HEK-293 ATXN2-luciferase reporter, luminescence, 24 h; Potency, µM (titrated, usually from 57 µM), for the others: top-dose activity change, negative = inhibition, actives largely listed as inhibitors; hit rate 0.72% among 360,000; also: potency is read from the fitted curve at half-maximal effect; % is scaled to controls: 0 for no effect and ±100 for the full control effect; nearly all actives have a fitted effect of over 55% in size
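qHTS (up to 57 uM final) was run with 24 h compound exposure of reporter cells at 37 °C. Each well was multiplexed: SteadyGlo luminescence measured ATXN2-luciferase expression after a fluorogenic Gly-Phe-AFC viability readout (25 uM final).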
Starred values were filed as active, the others as inactive; i = inactive; ? = inconclusive; nt = not tested or not shown; [ ] = another dose, or the depositor's remark. Unless noted, calls follow the shape of the dose curve; as a rule, active = well fitted curve in the direction sought with a large enough effect; inconclusive = small, poorly fitted or top-dose-only effect, or another doubt; inactive = no such curve, though single readings can be large; an effect the other way counts as inactive or inconclusive.

Second line of a record – HT1080 IDH1KD tx	ATXN2 expr inh	S2 tox	HT1080NT lethal	KB-3-1 cytotox	IL1B secr inh	HepG2 tox	MCF10A rereplic	SW480 rereplic
- OC(CNCCCCNCC(O)C(F)(F)F)C(F)(F)F (stereo unspecified)
→ 11%	-7%	i	6%	2%	-6	3%	6%	?
- COCCn1c(-c2ccc(C)cc2)nc2c(c(=O)c3ccccc3n2C)c1=O
→ 20%	nt	i	?	2%	0	30%	0%	0%
- Cc1cc(C)nc(SCC(=O)Nc2ccc(S(=O)(=O)Nc3cc(C)on3)cc2)n1
→ -6%	-6%	i	-9%	nt	16	35%	0%	7%
- Cc1ccc2c(c1)C(c1ccc(N3CCOCC3)cc1)=NNC(c1cccs1)=N2
→ -13%	1%	i	-7%	?	?	-2%	?	10%
- COc1cc2c(cc1NC(=O)C(Cl)Cl)-c1ccc(NC(=O)C(Cl)Cl)cc1C2
→ 13µM*	-17%	nt	?	?	-97*	7.9µM*	24%	?
- C(=C\c1ccccn1)/c1ccccn1
→ 21%	8%	i	?	1%	-6	-8%	9%	?
- O=C(Nc1nnc(C2CC2)s1)c1cccc(S(=O)(=O)N2CCc3ccccc32)c1
→ -8%	-7%	i	-2%	-1%	50	-21%	?	2%
- CC(C)Oc1cccc(C(=O)NC(=S)Nc2ccc3c4c(cccc24)CC3)c1
→ 4%	-3%	i	6%	0%	-23	14%	?	15%
- COc1cccc(CN2CCC2(C)C(=O)Nc2cccc3cccnc23)c1OC (stereo unspecified)
→ ?	2.5µM*	?	?	0%	-1	-57%	nt	nt
- CCCC12CN3CC(C)(CN(C1)C3c1cn(C)c3ccccc13)C2=O (stereo unspecified)
→ nt	-4%	i	nt	4%	nt	2%	nt	nt
- Cc1cccc(OCCN2C(=O)c3ccccc3C2=O)c1
→ 4%	17%	?	4%	14%	49	-19%	3%	-46%[inhibitor]
- NC(=O)C1(N2CCCCC2)CCN(Cc2ccccc2Cl)CC1
→ -26%	1%	i	?	-1%	-9	-15%	16µM*	12µM*
- O=C(O)c1cc(S(=O)(=O)N2CCCCC2)sc1Cl
→ 11%	-12%	i	8%	13%	15	17%	-7%	-7%
- OC(CN1C2=NCCCN2c2ccccc21)c1ccc(Cl)cc1 (stereo unspecified)
→ ?	-20%	i	?	-18%	-8	-13%	5%	-5%
- COc1ccc(OC)c(S(=O)(=O)NC2CCN(Cc3ccccc3)CC2)c1
→ -21%	-9%	i	4%	-2%	-2	-62%	14%	0%
- CC(=O)Nc1ccc(C(=O)OCc2ccc(Cl)c(Cl)c2)cc1
→ -13%	7%	i	-3%	9%	-4	3%	-4%	-7%
- C[C@H](CO)N1C[C@H](C)[C@H](CN(C)C(=O)c2ccccn2)Oc2cc(C#Cc3ccc(F)cc3)ccc2S1(=O)=O
→ -7%	0%	?	-24%	?	0	-32%	nt	nt
- O=c1cc(C(O)C[N+](=O)[O-])occ1OCc1ccccc1 (stereo unspecified)
→ 12%	-11%	i	0%	3%	nt	0%	-6%	?
- CCN(CC)C(=O)C1CCCN(C(=O)c2cc(COc3cccc(OC)c3)on2)C1 (stereo unspecified)
→ 1%	17%	i	0%	nt	-9	-72%	-1%	1%
- CCc1nnc(NC(=O)CSc2nnc3c(C)cc4c(C)ccc(C)c4n23)s1
→ 6.5µM*	-4%	i	5.8µM*	4.1µM*	30	0%	9.2µM*	?
- C/C(=N\NC(=O)c1ccccc1F)c1cccc(NC(=O)c2ccc(C)cc2)c1
→ -4%	46%[activator]	i	0%	nt	-4	6%	6%	8%
- CC1CCCC(NC(=O)COC(=O)c2ccc(N(C)C)cc2)C1C (stereo unspecified)
→ 2%	nt	nt	10%	21%	-8	11%	13%	-16%
- O=C(O)CC(Cc1ccc(Cl)cc1)C(=O)Nc1cc(Cl)ccc1Cl (stereo unspecified)
→ -1%	2%	i	-1%	3%	24	-1%	-11%	-5%
- CN(C)c1ccc(CNC(=O)c2cccn2-c2nnc(N3CCCCC3)s2)cc1
→ nt	-16%	i	nt	13%	nt	-5%	nt	nt
- N#Cc1ccc(CN2CCN(C(=O)C3CC(=O)N(c4ccc5c(c4)OCCO5)C3)CC2)cc1 (stereo unspecified)
→ 3%	nt	?	-2%	-11%	8	-6%	nt	nt
- Cc1ccc(Cc2cnc(NC(=O)C3Cc4ccc(C)cc4C(=O)O3)s2)cc1 (stereo unspecified)
→ nt	0%	i	nt	18%	nt	-16%	nt	nt
- Cc1cc2cc(CNC(=O)c3ccc(S(=O)(=O)N(C)C)cc3)ccc2n1C
→ -2%	-2%	i	10%	4%	7	8%	-10%	-14%
- O=C(COc1cccc(NC(=O)c2ccco2)c1)c1ccc(F)cc1
→ -9%	10%	i	-8%	-7%	0	12%	0%	-2%
- O=C(O)C1C(c2ccccc2)C(C(=O)Oc2ccccc2)C1c1ccccc1 (stereo unspecified)
→ 1%	-1%	i	9%	-8%	-23	-9%	-1%	1%
- C[C@H](NC(=O)c1ccccc1)C(=O)OCC(=O)Nc1sccc1C(N)=O
→ -3%	-5%	i	0%	15%	20	-23%	0%	8%

Reprinted from the part before: 2 compounds, then new ones.
Second line of a record – HT1080 IDH1KD tx	ATXN2 expr inh	S2 tox	HT1080NT lethal	KB-3-1 cytotox	IL1B secr inh	HepG2 tox	MCF10A rereplic	SW480 rereplic
- O=C(O)C1C(c2ccccc2)C(C(=O)Oc2ccccc2)C1c1ccccc1 (stereo unspecified)
→ 1%	-1%	i	9%	-8%	-23	-9%	-1%	1%
- C[C@H](NC(=O)c1ccccc1)C(=O)OCC(=O)Nc1sccc1C(N)=O
→ -3%	-5%	i	0%	15%	20	-23%	0%	8%
- O=C(NNc1ccccc1[N+](=O)[O-])Nc1ccc(F)cc1
→ -8%	4%	i	-10%	4%	-3	-2%	0%	-3%
- CCOc1ccc(N(C(=O)CNC(=O)c2cccs2)C(C(=O)NCC2CCCO2)c2ccc(OC)c(OC)c2)cc1 (stereo unspecified)
→ 7%	-4%	i	0%	2%	-16	-10%	-14%	?
- COC(=O)c1nc(NC(=O)c2ccccc2)n[nH]1
→ -2%	-8%	i	-6%	18%	28	0%	0%	-7%
- O=C(Nc1ccc(F)cc1F)c1cccc2c1C(=O)N(C1CCCCC1)C2
→ nt	11%	i	nt	4%	nt	-6%	nt	nt
- CCc1ccc2oc(-c3ccc(C)c(NC(=O)c4cc([N+](=O)[O-])ccc4N4CCOCC4)c3)nc2c1
→ nt	7%	i	nt	-13%	nt	8%	nt	nt
- Cc1cccc(CC2S/C(=N/c3ccccn3)NC2=O)c1 (stereo unspecified)
→ ?	8%	i	?	-11%	16	-6%	?	-3%
- Cc1ccc(NC(=O)C2COc3ccccc3O2)cc1S(=O)(=O)N1CCCCC1 (stereo unspecified)
→ 0%	nt	?	1%	?	-13	-20%	22%	0%
- CC1CCCCC1NC(=O)/C(C#N)=C/C=C/c1ccccc1[N+](=O)[O-] (stereo unspecified)
→ 4.6µM*	3.2µM*	?	?	5.8µM*	-103*	-38%	2.9µM*	6.5µM*
- COc1ccc(C)cc1-n1cnc2cc(C(=O)NC3CCCC3)ccc21
→ nt	-1%	?	nt	4%	nt	-8%	nt	nt
- CC(=O)c1cccc(OCC(O)CNCC2CCCCC2)c1 (stereo unspecified)
→ 1%	1%	?	0%	20%	-12	3%	-6%	-1%
- CCCCN(C)CCCNC(=O)c1ccc(N2CCCC2=O)cc1
→ 12%	-4%	i	11%	20%	14	-9%	5%	?
- CC(=O)N1CCN(C(=O)COC(=O)c2oc3ccccc3c2C)CC1
→ 2%	7%	i	12%	7%	7	10%	15%	1%
- O=C1CSC(c2ccccc2Cl)N1 (stereo unspecified)
→ -4%	-16%[11.3 µM]	i	6%	-2%	36	17%	-3%	0%
- O=S(=O)(/N=C(/NNS(=O)(=O)c1ccccc1)c1ccccc1)c1ccccc1
→ 10%	5%	nt	-14%	-4%	29	1%	-9%	-11%
- COc1ccccc1NC(=O)CN1CCN(C(=O)C2CCCO2)CC1 (stereo unspecified)
→ 18%	-1%	i	12%	23%	0	9%	-1%	2%
- Cc1cc(OCC(=O)N(Cc2ccccc2)C2CCS(=O)(=O)C2)ccc1Cl (stereo unspecified)
→ -11%	-24%	?	-1%	-6%	-24	-1%	-4%	1%
- O=C(CN1C(=O)c2ccccc2S1(=O)=O)NCc1ccc2c(c1)OCO2
→ 2%	-4%	i	15%	5%	14	-13%	-5%	-3%
- O=C(NCCc1c[nH]c2ccccc12)Nc1ccccc1C(F)(F)F
→ nt	-24%	i	nt	0%	nt	-19%	nt	nt
- O=C(CN1CCCC1)N1CCCC(c2ccc(F)cc2)c2ccc(F)cc21 (stereo unspecified)
→ 1%	-15%	i	0%	1%	-21	9%	4%	-184%[inhibitor]
- CCCN(CC(=O)NC(=O)NC1CCCCC1)CC(=O)Nc1cc(Cl)ccc1Cl
→ -11%	-3%	?	-2%	-8%	?	7%	?	3%
- COc1ccc(NC(=O)C2=C(C)Nc3nc(SC)nn3C2c2cc(OC)ccc2OC)cc1 (stereo unspecified)
→ nt	3%	i	nt	16%	nt	-9%	nt	nt
- Fc1ccc2cc(-c3ccsc3)ncc2c1
→ 17%	39%[activator]	i	16%	2%	10	-25%	-7%	-2%
- Cc1ccc(S(=O)(=O)N2CCOCC2)cc1C(=O)OCC(=O)NC1CCCC(C)C1C (stereo unspecified)
→ -12%	-29%	i	-3%[9.24 µM]	?	20	-5%	?	?
- Cc1cc(C)c(NC(=O)COC(=O)C2=COCCO2)c(Cl)c1
→ -2%	-6%	i	-1%	21%	6	0%	0%	0%
- CN(CCC(=O)Nc1cc(S(=O)(=O)N(C)C)ccc1Cl)CC(=O)Nc1ccc(F)cc1
→ -18%	6%	i	-25%	-14%	10	2%	8%	-2%
- Cc1ccc(S(=O)(=O)N2CCN(C(=O)CSc3ccc(Cl)cc3)CC2)cc1
→ 12%	-35%	?	12%	-5%	-61*	-4%	?	-71%[inhibitor]
